# ADAM17 inh = inhibitors of human ADAM17. P78536. recombinant ADAM17, EDANS/DABCYL FRET peptide cleavage. inhibition, % at 6.95 µM. 370,000 tested, 0.83% active. AID 720648;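 active = inhibition above the mean of compounds lying between control limits plus 3 SD, set per campaign, cut at about 8.5% in these data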;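 note: 0% = DMSO-only wells as the low control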
# ASAP1 inh = inhibitors of human ASAP1 ArfGAP activity | ASAP1-stimulated ARF1 GTP hydrolysis, GDP FP detection | inhibition, % at 16.5 µM | 360,000 tested, 0.19% active | Q9ULH1 | AID 624377; in the data active = inhibition above about 25%;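 note: 0% = vehicle with enzyme and substrate and 100% = no enzyme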
# Tn7 DDE FP = inhibitors of Tn7 peptide binding to human fibrin DD(E). FP displacement of FITC-Tn7 peptide from fibrin DD(E); 0% = median of compound wells per plate. inhibition, % at 8.3 µM. 370,000 tested, 0.13% active. AID 720508;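 active = inhibition above the mean of compounds falling within the control limits plus 3 SD of them, cut at about 14% in these data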;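 note: 0% = plate median of compound wells and 100% = 10 µM Aha-Tn7 peptide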
#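 Assay system: human fibrin DD(E). Input: DD(E) 2 µM final. Medium: Tris buffer with calcium and detergent, pH 7.8. Compound dosing: single point at 8.3 µM. Timing: 10 min plus 3 h, room temperature. Technique: fluorescence polarization of the labelled Tn7 tracer. Read-out: percent inhibition. Replicates: singlicate testing.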
# ARFGAP1 inhibitor = inhibits rat ARF GTPase activating protein 1. 360,000 tested, 0.26% active. inhibition, % at 16.5 µM. Q62848. AID 651572. Arfgap1-stimulated ARF1 GTP hydrolysis, GDP FP detection;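 active = inhibition above a per-plate limit, mean inhibition of low control wells plus 3 SD, cut at about 25% in these data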;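 note: 0% = DMSO wells with enzyme and 100% = wells lacking Arfgap1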
# Target sequence (Q62848 1-136 limits assumed): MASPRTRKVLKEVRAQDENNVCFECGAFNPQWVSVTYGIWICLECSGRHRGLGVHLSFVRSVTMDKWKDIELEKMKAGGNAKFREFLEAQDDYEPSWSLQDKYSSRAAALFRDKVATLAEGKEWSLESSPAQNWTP
#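 System: truncated rat Arfgap1 GAP domain / Benchmarks: high control wells lacking Arfgap1, low control full reaction with DMSO / Times: compound-enzyme preincubation 20 min, reaction 120 min, detection 60 min, 25 °C / Repeats: one replicate per compound / Also added: human ARF1(Δ1-17)-GTP substrate / Measured by: Tracer-displacement fluorescence polarization with EDTA stop, 620/688 nm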
# MBD2 inh = inhibitors of human MBD2 binding to methylated oligonucleotide; TR-FRET; AID 686964; 370,000 tested, 0.31% active; inhibition, % at 4.4 µM; in the data active = inhibition above about 13%
# PLCg1 inh = blocks human PLC-gamma1 enzyme activity; P19174; purified PLC-gamma1, fluorogenic substrate, fluorescence; inhibition, % at 12.2 µM; 370,000 tested, 0.84% active; AID 720700; in the data active = inhibition above about 9.5%
# PLC-beta3 inh = PLC-beta3 (human) inhibition, primary screen | Q01970 | inhibition, % at 12.2 µM | 370,000 tested, 0.18% active | Purified PLC-beta3, fluorogenic substrate, fluorescence | AID 720704; in the data active = inhibition above about 11%;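 note: 0% = median of compound wells on plate and 100% = full blocker control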
# UHRF1 binding = blocks human UHRF1 binding to methylated DNA. 370,000 tested, 0.75% active. inhibition, % at 4.4 µM. Q96T88. AID 687016. UHRF1 binding to methylated oligo, TR-FRET; in the data active = inhibition above about 21%;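 note: UHRF1 SRA domain binding a hemimethylated CpG hairpin DNA probe; 0% = median of test compound wells and 100% = reference inhibitor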
# Target sequence (Q96T88 whole entry, looked up, the tested form may be a part): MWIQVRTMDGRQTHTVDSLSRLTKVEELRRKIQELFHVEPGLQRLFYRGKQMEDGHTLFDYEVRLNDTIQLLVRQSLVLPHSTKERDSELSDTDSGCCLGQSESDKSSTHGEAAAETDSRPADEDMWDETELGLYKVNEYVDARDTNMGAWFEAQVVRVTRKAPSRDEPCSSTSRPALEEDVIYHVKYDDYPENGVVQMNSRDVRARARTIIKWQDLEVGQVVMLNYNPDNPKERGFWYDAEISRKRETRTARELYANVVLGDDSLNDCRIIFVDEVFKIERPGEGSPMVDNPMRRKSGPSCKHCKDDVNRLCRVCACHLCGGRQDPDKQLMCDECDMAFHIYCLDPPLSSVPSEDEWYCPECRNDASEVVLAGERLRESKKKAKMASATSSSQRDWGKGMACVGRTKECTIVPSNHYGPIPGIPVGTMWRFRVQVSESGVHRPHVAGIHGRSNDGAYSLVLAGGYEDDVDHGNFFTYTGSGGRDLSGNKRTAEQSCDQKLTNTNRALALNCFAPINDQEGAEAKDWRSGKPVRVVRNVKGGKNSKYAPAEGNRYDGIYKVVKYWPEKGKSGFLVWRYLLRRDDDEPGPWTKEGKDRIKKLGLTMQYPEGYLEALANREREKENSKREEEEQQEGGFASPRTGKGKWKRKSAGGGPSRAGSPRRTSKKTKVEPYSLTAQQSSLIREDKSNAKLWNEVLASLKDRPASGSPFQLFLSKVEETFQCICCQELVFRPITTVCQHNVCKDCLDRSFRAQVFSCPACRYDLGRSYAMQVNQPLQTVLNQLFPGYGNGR
# Tn6 DDE FP = DD(E)-Tn6 binding inhibition, primary FP screen | P02675 | Fibrin DD(E) TRITC-Tn6 fluorescence polarization displacement | inhibition, % at 8.3 µM | 370,000 tested, 0.21% active;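 active = inhibition above a per-campaign cutoff: mean of compounds within control limits plus 3 SD, cut at about 15% in these data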;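 note: 0% = median of all compound wells on the plate and 100% = blocking peptide control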
# KLK7 zymogen act = activators of human kallikrein-7 zymogen | purified proKLK7, EDANS-DABCYL substrate fluorescence; 100% is mature enzyme control, 0% vehicle | activation, % at 7 µM | 370,000 tested, 0.9% active | AID 652039;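 active = activation above the mean of all tested compounds plus 3 SD, computed per campaign excluding outliers beyond control limits, cut at about 13% in these data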
# Numbers without * were called inactive; i = inactive. The order is random; 4.1% or so of the library scored in one or more.
SMILES,ADAM17 inh,ASAP1 inh,Tn7 DDE FP,ARFGAP1 inhibitor,MBD2 inh,PLCg1 inh,PLC-beta3 inh,UHRF1 binding,Tn6 DDE FP,KLK7 zymogen act
C[C@@H](C(=O)Nc1ccccc1N1CCOCC1)N1C(=O)C2CCCCC2C1=O (stereo partly specified),-1,1,0,-14,0,2,4,3,6,-0.8
CC(=O)Nc1ccc(C(=S)NCc2ccco2)cc1,0,4,4,-2,-6,-3,-4,-2,1,0.2
COc1ccccc1NC(=O)c1[nH]c(C)c(C(C)=O)c1C,-2,-5,1,5,2,-2,-1,0,-2,-0.2
O=c1c2ccccc2cnn1Cc1n[nH]c(=S)n1-c1ccc(F)c(Cl)c1,-6,0,-2,-2,8,0,-8,-1,6,-0.2
O=C(COc1ccccc1F)NC1CCN(Cc2ccccc2)CC1,2,0,-1,1,0,6,-2,3,-13,-0.6
CC1=C(C(=O)OC(C)C)C(c2ccc(Br)s2)NC(=O)N1C (stereo unspecified),-3,5,4,-9,8,-2,-2,1,-4,-0.3
Cc1ccc(C)c(S(=O)(=O)Nc2ccc(C(=O)N3CC(C)OC(C)C3)cc2)c1 (stereo unspecified),-4,-4,-2,-3,-6,0,4,-1,-2,-0.5
O=C(Nc1c(-c2ccccc2)[nH][nH]c1=O)c1ccc2c(c1)OCO2,-5,-5,0,0,2,0,-3,5,-1,0.2
CCOC(=O)C(C)Sc1nc(N)c(NC(=O)c2ccc(OC)c(OC)c2)c(=O)[nH]1 (stereo unspecified),-6,0,7,6,-1,3,0,4,4,0.6
CCCc1noc2c1C(c1cc(Br)ccc1F)C(C#N)=C(N)N2 (stereo unspecified),4,-5,-2,8,0,2,-3,-4,10,1.6
Cn1nc(C(C)(C)C)cc1C(=O)O,-5,0,5,5,1,-1,5,1,1,-0.8
O=Cc1cc2ccccc2nc1SCc1ccc(Cl)c(Cl)c1,0,-2,-13,1,0,0,1,-2,0,-0.7
Cc1ccc(NC(=O)CCC(=O)c2cc(C)sc2C)nc1,3,6,3,-3,-5,-2,-9,-2,8,0.0
CCC(C)NC(=O)C1CN(S(=O)(=O)c2ccccc2)CCN1S(=O)(=O)c1ccccc1 (stereo unspecified),3,-3,-3,-2,-3,6,4,4,-4,0.1
Cc1ccc(CN(C(=O)COc2ccc([N+](=O)[O-])cc2)C2CCS(=O)(=O)C2)o1 (stereo unspecified),-5,-19,-5,-15,-6,2,-7,0,3,0.5
O=c1oc2ccccc2c2oc3cc(O)c(O)cc3c12,-3,-4,-2,-4,-4,i,i,-10,-14,-0.2
Cc1cccc(-c2nc3ccccc3c(=O)n2N)c1,3,3,-6,6,-8,6,-4,0,6,-0.1
O=C(Nc1nnc([C@H]2C[C@H](O)[C@@H](CO)O2)s1)Nc1cccc2c1CCCC2,0,-5,1,-6,-1,4,3,1,4,0.1
Cc1ccc([C@@H]2C3COCC=C3C(C#N)=C(N)C2(C#N)C#N)o1 (stereo partly specified),-63,-12,5,-1,-11,-105,-138,-6,10,13*
O=C(NC1CCN(C(=O)Nc2cccc(F)c2)CC1)c1ccco1,-2,3,-2,2,-3,-8,-1,1,6,0.2
O=C(Nc1ccccc1)c1ccc(=O)n(Cc2cccc(Cl)c2)c1,2,-5,-8,16,1,1,0,0,-13,-0.7
COC(=O)C1(C(=O)OC)NOC2C(=O)N(c3ccccc3)C(=O)C21 (stereo unspecified),1,-1,8,2,-1,0,0,12,2,0.7
CCCCCn1c(CN2CCN(C)CC2)nc2c1c(=O)n(C)c(=O)n2C,-1,-2,-4,-2,-7,1,6,11,-8,-0.1
CSc1ccccc1C(=O)NC(C)c1ccc(-n2ccnc2)cc1 (stereo unspecified),0,-1,10,8,-2,0,-7,0,-1,-0.5
O=C(NCC(c1ccco1)N1CCN(c2ccccc2)CC1)C(=O)NC1CCCCC1 (stereo unspecified),-2,5,1,4,0,0,-1,2,6,-0.4
COc1ccc(OCC(=O)N/N=C\c2ccco2)cc1,-1,-6,-6,5,-1,1,-6,2,-4,0.1
COc1cc(NC(=O)CSc2nc3cc(C)ccc3cc2C)c(C(=O)O)cc1OC,-52,7,-2,-4,-6,-21,-29,-4,0,-0.4
Cn1ccnc1C(O)c1ccco1 (stereo unspecified),-5,14,8,7,2,-33,-28,6,2,0.1
O=C(Nc1cccc(F)c1)c1ccc(S(=O)(=O)N2CCOCC2)cc1,2,11,-1,6,3,10*,9,3,-6,0.0
Cc1ccc(NC(=O)CNC(=O)c2ccc(C)s2)nc1,0,-3,1,-1,-2,0,-8,-1,0,-0.1
CC(C)c1nc(SCC(=O)c2ccc(F)cc2)c2ccccc2n1,4,3,-2,2,6,-4,-5,12,-7,-2.4
CC(NC(=O)CSc1nnc(COc2ccccc2)o1)c1ccccc1 (stereo unspecified),-2,12,0,-4,2,0,1,1,2,0.3
CC(/C=C1\SC(=S)N(NS(=O)(=O)c2ccccc2)C1=O)=C\c1ccccc1,0,-4,-6,-25,-1,-1,-8,1,-4,0.5
Cc1nn(-c2cccc(Cl)c2)nc1C(=O)Nc1cccc(C(=O)NC2CC2)c1,-4,6,7,8,1,-2,-11,-1,4,0.8
COC(=O)c1ccsc1NC(=O)c1ccccc1,-3,-3,3,-4,-3,-18,-16,-5,-2,1.4
Cc1ccc2cc(/C=C3\N=C(c4ccccc4)OC3=O)c(N3CCOCC3)nc2c1,-1,2,-7,-5,3,-24,-36,6,-6,0.2
C=CCn1c(CSCc2ccccc2)nnc1SCC(=O)NCc1ccccc1,-5,-8,3,2,0,1,2,0,11,-0.5
Cn1cnc(S(=O)(=O)N2CCCCC2c2cc(C(=O)NCc3ccc(Cl)c(Cl)c3)no2)c1 (stereo unspecified),-2,7,-2,-7,-2,0,2,2,-2,0.9
O=C(COC(=O)c1ccccc1OCc1ccccc1Cl)NCC1CCCO1 (stereo unspecified),-2,-15,3,9,0,2,-3,0,-6,-0.5
Nc1nnnn1/N=C/c1cccc(Oc2ccccc2)c1,2,9,-7,-2,-5,2,2,1,-10,-1.0

# 3 entries already listed, ordered by the value under KLK7 zymogen act, ascending:
SMILES,ADAM17 inh,ASAP1 inh,Tn7 DDE FP,ARFGAP1 inhibitor,MBD2 inh,PLCg1 inh,PLC-beta3 inh,UHRF1 binding,Tn6 DDE FP,KLK7 zymogen act
CC(C)c1nc(SCC(=O)c2ccc(F)cc2)c2ccccc2n1,4,3,-2,2,6,-4,-5,12,-7,-2.4
C=CCn1c(CSCc2ccccc2)nnc1SCC(=O)NCc1ccccc1,-5,-8,3,2,0,1,2,0,11,-0.5
CC(NC(=O)CSc1nnc(COc2ccccc2)o1)c1ccccc1 (stereo unspecified),-2,12,0,-4,2,0,1,1,2,0.3

# Further results.
SMILES,ADAM17 inh,ASAP1 inh,Tn7 DDE FP,ARFGAP1 inhibitor,MBD2 inh,PLCg1 inh,PLC-beta3 inh,UHRF1 binding,Tn6 DDE FP,KLK7 zymogen act
C=C(C)COc1ccc(-c2n[nH]c(C)c2-c2ccccc2OC)c(O)c1,-3,9,9,-5,0,1,5,-2,0,-0.9
O=C(O)CCC(=O)OCC1CCCCC1,-1,-5,5,-7,-1,9.8*,4,-2,10,-0.5
CCN(CC)c1ncnc2c1cnn2C,-2,-5,0,-5,7,1,0,2,-1,-0.5
CCCCc1ccc(CC(=O)O)cc1,-2,-20,6,-5,0,-3,1,3,-5,-0.4
CSc1ccccc1C(=O)Nc1cc(C)ccc1C,-2,13,6,-5,-1,0,0,2,0,0.2
Cc1ccc(S(=O)(=O)n2oc(=O)c(C3CCCCC3)c2N)cc1,0,0,0,-4,-2,-4,2,-1,1,0.0
Cc1csc(NC(=O)c2ccc3c(c2)OCO3)n1,-1,-2,0,9,-1,-1,-8,1,-11,-0.1
CC(C)c1ccc(C(=O)NCCCN2CCN(CCCNC(=O)c3ccc(C(C)C)cc3)CC2)cc1,1,3,2,18,-2,1,3,1,2,0.1
CC[C@@H]1C=C(C(=O)O)[C@H](c2ccc(C#N)cc2)N1S(=O)(=O)c1ccc(C)cc1,-4,-17,-1,-4,6,-4,-2,7,-6,-0.5
O=C(COC(=O)[C@@H]1CC(O)CN1S(=O)(=O)c1ccc2c(c1)OCCO2)Nc1ccccc1F (stereo partly specified),-3,-7,3,6,11,6,-11,4,-8,-0.2
COc1cccc(N2CCN(C(=O)CN(c3ccc(C)cc3)S(=O)(=O)c3c(C)n[nH]c3C)CC2)c1,-5,0,-1,-1,0,1,0,0,-6,0.8
CCOC(=O)C1=C(N)OC2=C(C(=O)CCC2)C1c1cccnc1 (stereo unspecified),-6,-5,7,-3,2,-3,-7,0,4,0.1
Cc1ccccc1CS(=O)(=O)CC(O)CN1CCCC1=O (stereo unspecified),-2,7,-3,11,-2,0,-3,1,-2,-0.3
CN(c1ccccc1)c1ccc(/C=C(/CCC(=O)O)c2nc3ccccc3s2)cc1[N+](=O)[O-],-1,6,-2,2,6,-4,-19,7,-8,-0.1
CC(C)(C)CC(=O)OCC(=O)Nc1cc(C(C)(C)C)nn1-c1ccccc1,-4,-5,2,-7,-7,-1,3,0,3,-0.1
CCN(CC)S(=O)(=O)c1cc(C(=O)NC2=NCCS2)ccc1Cl,-1,1,6,-2,0,4,8,1,5,0.7
COc1ccc(NC(=O)CSc2nnc(C3CCCCC3)o2)c(OC)c1,-2,-7,-6,-3,1,0,-1,-1,-2,-0.6
Cc1ccc([N+](=O)[O-])cc1Nc1nc(N2CCOCC2)nc(N2CCOCC2)n1,-1,-3,2,0,-4,3,0,1,-8,0.0
CC(C)(C)NC(=O)c1ccc2nsnc2c1,2,-9,-2,3,-3,0,2,-2,-10,-0.2
C=CCNC(=O)C1CCN(c2ccc(S(=O)(=O)N3CCOCC3)cc2[N+](=O)[O-])CC1,-4,6,1,16,-2,-2,-4,1,-4,0.0
C/C(CC(=O)Nc1ccc(Br)cc1)=N\NC(=O)Cc1csc(N)n1,-2,-4,-4,-2,0,-1,-8,-6,-4,-0.6
O=S(=O)(c1ccc(Cl)nc1)N1CCc2ccccc21,-1,-22,4,0,2,2,-5,42*,2,-1.1
Cc1ccc(OCCC(=O)OCC(=O)NC2CCS(=O)(=O)C2)cc1 (stereo unspecified),-1,1,4,1,-2,7,0,-2,-5,0.1
CON(C)C(=O)C(C)(C)CC#CCN(CC#Cc1ccccc1)S(=O)(=O)c1ccc(C)cc1,1,10,3,13,1,-3,-7,0,3,0.9
COc1ccc(NC(=O)C2CCCN(S(=O)(=O)c3ccc4c(c3)oc(=O)n4C)C2)c(OC)c1 (stereo unspecified),0,-1,-10,-6,2,-2,3,-1,-4,0.3
CCc1ccc(NC(=S)N(CCCN2CCN(C)CC2)Cc2cccs2)cc1,-2,0,-2,5,-1,1,-1,13,1,0.9

# An excerpt of these results, with two lines to a compound:
# Sequence of screens – ADAM17 inh, ASAP1 inh, Tn7 DDE FP, ARFGAP1 inhibitor, MBD2 inh, PLCg1 inh, PLC-beta3 inh, UHRF1 binding, Tn6 DDE FP, KLK7 zymogen act
- C/C(CC(=O)Nc1ccc(Br)cc1)=N\NC(=O)Cc1csc(N)n1
    -2, -4, -4, -2, 0, -1, -8, -6, -4, -0.6
- O=S(=O)(c1ccc(Cl)nc1)N1CCc2ccccc21
    -1, -22, 4, 0, 2, 2, -5, 42*, 2, -1.1

# Assay outcomes as filed in PubChem BioAssay.
